TGFb SMAD3 inh: qHTS for Inhibitors of TGF-b | HepG2 CAGA-GFP TGF-b/SMAD3 reporter, GFP fluorescence, 18 h; TGF-beta stimulated, 500 pg/mL final | 1.2% of 410,000 active | Potency, µM (titrated, usually from 46.1 µM), for inactives: at the top dose activity, negative = inhibition, usual class: inhibitors | AID 588855, 2011; further: potency means the concentration at half of the fitted maximal effect; on the % scale 0 is the no-effect control and ±100 the full control effect; nearly all actives have a fitted effect of over 65% in size
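First, reporter cells (HEPG2 CAGA-GFP) rested 2 h at 37 degrees C. Next, compounds were pinned in and TGF-beta added to 500 pg/mL final. After 18 h, GFP was imaged per cell and summed per well.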
MmCpn inh: Inhibitors of TCP-1 ring complex (TRiC) of Methanococcus maripaludis (MmCpn): qHTS; Chaperonin Mm-Cpn (Methanococcus maripaludis); purified Mm-Cpn ATPase, ADP Transcreener TR-FRET; Potency, µM (titrated, usually from 76.9 µM), inactives show top-dose activity, negative = inhibition, most hits filed as inhibitors; 0.031% of 330,000 active; further: potency means the concentration at half of the fitted maximal effect; on the % scale 0 is the no-effect control and ±100 the full control effect; nearly all actives have a fitted effect of over 80% in size
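Inhibition of chaperonin ATP hydrolysis is measured as reduced ADP production, detected by competitive TR-FRET in which signal falls with ADP. Final enzyme 25 nM and ATP 10 uM, reacted 30 min at 37°C.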
A549 viability: Nrf2 qHTS screen for inhibitors: counterscreen for cytotoxicity | AID 504648, 2011 | Potency, µM (top dose mostly 46 µM), without a hit: top-dose activity change, negative = cytotoxicity, actives largely listed as inhibitors | A549 ARE-Fluc cells, CellTiter-Fluor viability, 18-24 h | 0.16% of 390,000 active; further: potency means the concentration at half of the fitted maximal effect; on the % scale 0 is the no-effect control and ±100 the full control effect
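A549 ARE-Fluc cells in 5% FBS OPTI-MEM, 5000 cells/well, rested 2 h then exposed to compounds in concentration-response for 18-24 h at 37 °C. Viability by CellTiter-Fluor fluorescence (Ex 405/Em 525) after 30 min; luciferase luminescence (BugLite, 15 min, RT) read afterwards.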
EPAC2 antagonist: qHTS for Antagonist of cAMP-regulated guanine nucleotide exchange factor 2 (EPAC2): primary screen; Rap guanine nucleotide exchange factor 4 (Homo sapiens), Q8WZA2; EPAC2 GEF exchange of Rap1B-BODIPY-GDP, fluorescence; Potency, µM (series often up to 114 µM), for the others: at the top dose activity, negative = inhibition, most hits filed as inhibitors; 0.18% of 360,000 active; AID 720708, 2013; further: potency means the concentration at half of the fitted maximal effect; on the % scale 0 is the no-effect control and ±100 the full control effect; nearly all actives have a fitted effect of over 45% in size; many of its hits are not listed in these tables
Target sequence (Q8WZA2 whole entry, looked up): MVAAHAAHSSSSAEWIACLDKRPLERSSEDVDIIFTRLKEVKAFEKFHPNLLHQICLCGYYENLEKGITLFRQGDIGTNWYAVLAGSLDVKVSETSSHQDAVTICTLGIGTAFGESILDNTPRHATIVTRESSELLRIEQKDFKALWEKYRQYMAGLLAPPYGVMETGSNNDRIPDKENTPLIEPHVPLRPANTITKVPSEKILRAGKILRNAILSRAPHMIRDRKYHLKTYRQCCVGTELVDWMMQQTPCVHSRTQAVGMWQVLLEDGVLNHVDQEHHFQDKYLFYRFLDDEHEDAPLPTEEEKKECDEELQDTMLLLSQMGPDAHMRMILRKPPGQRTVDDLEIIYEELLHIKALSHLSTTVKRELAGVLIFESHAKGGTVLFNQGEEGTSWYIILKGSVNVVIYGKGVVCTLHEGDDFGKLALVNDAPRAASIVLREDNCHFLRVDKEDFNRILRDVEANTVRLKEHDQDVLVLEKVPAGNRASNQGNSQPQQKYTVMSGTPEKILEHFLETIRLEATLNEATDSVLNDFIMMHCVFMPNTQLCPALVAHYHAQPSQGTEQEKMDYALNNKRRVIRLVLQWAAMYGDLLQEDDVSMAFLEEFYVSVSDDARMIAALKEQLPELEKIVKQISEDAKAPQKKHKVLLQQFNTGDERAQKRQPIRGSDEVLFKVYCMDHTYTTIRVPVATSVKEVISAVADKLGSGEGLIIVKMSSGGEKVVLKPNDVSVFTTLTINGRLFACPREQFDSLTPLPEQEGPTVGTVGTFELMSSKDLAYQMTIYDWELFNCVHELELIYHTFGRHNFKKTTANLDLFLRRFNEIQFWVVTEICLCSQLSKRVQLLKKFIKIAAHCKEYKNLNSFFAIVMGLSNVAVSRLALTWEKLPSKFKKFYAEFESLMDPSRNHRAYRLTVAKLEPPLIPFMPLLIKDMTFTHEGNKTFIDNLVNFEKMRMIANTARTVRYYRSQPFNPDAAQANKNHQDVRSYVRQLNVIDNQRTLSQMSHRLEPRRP
EPAC2 agonist: qHTS for Agonist of cAMP-regulated guanine nucleotide exchange factor 4 (EPAC2): primary screen. 0.079% of 360,000 active. Rap guanine nucleotide exchange factor 4 (Homo sapiens), Q8WZA2. EPAC2 activation, biochemical qHTS; response scale: 100% = 6.5 mM cAMP response. Potency, µM (doses to about 154 µM), for the others: at the highest dose activation, hits mostly activators; further: potency means the concentration at half of the fitted maximal effect; nearly all actives have a fitted effect of over 50% in size
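Guanine nucleotide exchange by EPAC2 is measured as reduced fluorescence of BODIPY-GDP once it is released from 250 nM Rap1B. Plates are read kinetically for 30 min at room temperature; results are scaled to 6.5 mM cAMP.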
CCT chaperon mod: High-Throughput Screening for Modulators of Cytosolic Chaperonin Activity. purified chaperonin ATPase assay, HTRF ADP detection, 30 min. activity change, % (no concentration beside the values), hits read low. 0.3% of 360,000 active; in the data active means activity change below about -30%; further: on the % scale 0 is the no-effect control and ±100 the full control effect
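Nucleotide hydrolysis assay: TRiC at 20–40 nM final (set by batch activity) with 10 uM ATP, 30 min at 37 °C, in presence of 76 uM compound. Detection by competitive ADP HTRF, 30 min ambient.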
pAkt inh: HTS Assay for Inhibitors of Akt Phophorylation: Primary Screen. activity change, % for hits at 50 µM. Neuro2A IGF-stimulated pAkt S473 HTRF, 20 min; hits give low values. AID 651550, 2012. 0.32% of 360,000 active; in the data active means activity change below about -80%; inconclusive means mostly about -51% to -80%; further: on the % scale 0 is the no-effect control and ±100 the full control effect
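Single-point screen (50 µM final compound) in Neuro2A cells stimulated 20 min with 6 nM IGF at 37 deg C. After lysis, Ser473-phosphorylated Akt read by HTRF (ex 330 nm, em 615/665 nm) as the 665/615 ratio.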
Nrf2 block: Nrf2 qHTS screen for inhibitors | A549 ARE-Fluc reporter, luciferase luminescence, 18-24 h | Potency, µM (titrated, usually from 46 µM), for inactives: top-dose activity change, negative = inhibition, actives largely listed as inhibitors | 2.1% of 360,000 active | AID 504444, 2011; further: potency means the concentration at half of the fitted maximal effect; on the % scale 0 is the no-effect control and ±100 the full control effect; nearly all actives have a fitted effect of over 60% in size
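Quantitative HTS in A549 cells stably bearing an antioxidant response element-firefly luciferase construct. Inhibition of Nrf2-driven transcription was scored by luminescence after 18-24 h of compound exposure at 37 °C.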
Nrf2 ARE act: qHTS of Nrf2 Activators | AID 624171, 2012 | Potency, µM (titrated, usually from 46.1 µM), without a hit: top-dose activation, actives largely listed as activators | 0.31% of 410,000 active | AREc32 ARE-luciferase reporter (MCF7-derived line), luminescence, 24 h; further: potency means the concentration at half of the fitted maximal effect; % of control where 0% means no effect; nearly all actives have a fitted effect of over 65% in size
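Reporter line AREc32 (ARE-Fluc), seeded overnight in OPTI-MEM with 5% FBS; compound pin-transferred, 24 hr at 37 deg C, 5% CO2; luminescent read-out.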
* = called active by the depositor; i = inactive; ? = inconclusive; / = no result given; [ ] = remark or other dose. Unless noted, the call rests on the fitted dose curve; in most records, active means well fitted curve in the direction sought with a large enough effect; inconclusive means small, poorly fitted or top-dose-only effect, or another doubt; inactive means no such curve, though single readings can be large; an effect the other way counts as inactive or inconclusive. A portion of the library (hit frequency here may not be typical).

SMILES	TGFb SMAD3 inh	MmCpn inh	A549 viability	EPAC2 antagonist	EPAC2 agonist	CCT chaperon mod	pAkt inh	Nrf2 block	Nrf2 ARE act
CSc1ccccc1C(=O)N1CCc2ccccc2C1	-3.6%	2.4%	-11.9%	6.3%	0.4%	-6.7	i	?	2.6%
Clc1ccc(-c2nnc(-c3ccccc3)c(N3CCSCC3)n2)cc1	13.4%	-0.8%	-12.6%	0.6%	3.0%	0.5	i	-25.0%	-0.2%
COc1ccc(C)cc1NC(=O)c1cc(S(=O)(=O)N2CCC3(CC2)OCCO3)ccc1F	-0.2%	0.2%	2.4%	-15.6%	14.4%	-4.4	i	1.2%	-0.5%
CCOC(=O)c1[nH]cnc1C(=O)NC(C)C	2.2%	1.5%	-4.5%	5.5%	0.7%	1.3	i	/	-1.2%
CC(C)CCNC(=O)C(=O)NCC1OCCCN1S(=O)(=O)c1cccs1 (configuration not stated)	4.6%	0.3%	-3.3%	-2.5%	1.3%	0.0	i	10.5%	0.0%
COc1ccccc1NC(=O)COC(=O)C1CC2CCCC(C1)C2=O (configuration not stated)	5.3%	0.2%	1.3%	2.8%	2.3%	-2.3	i	18.3%	-0.3%
Cc1onc(-c2c(Cl)cccc2Cl)c1C(=O)c1ccc(F)cc1	-23.3%	-0.8%	-14.7%	?	12.7%	1.3	i	-19.5%	0.0%
O=C(c1ccc(Cl)cc1)N1CCCC(C(=O)N2CCc3ccccc3C2)C1 (configuration not stated)	-1.7%	-2.2%	2.1%	8.7%	8.2%	-0.4	i	-14.6%	0.0%
CCCCCc1nnc(NC(=O)Cn2cnc3ccccc3c2=O)s1	7.1%	4.4%	6.1%	-4.0%	-3.1%	-0.6	i	3.0%	-0.1%[9.22 µM]
O=C(NC(=S)Nc1ccc(Br)cc1)C1CCC1	0.0%	0.0%	5.8%	-15.7%	20.6%	-1.2	i	?	2.5%
O=C(CSc1nnc(-c2cccnc2)n1-c1ccccc1)NCc1ccc2c(c1)OCO2	2.6%	1.1%	-10.1%	3.1%	0.6%	-2.2	i	-17.7%	-0.8%
CCc1cc(N2CCOCC2)cc2c1[nH]c1ccccc12	21.4%	-8.0%	7.8%	-17.2%	7.4%	-3.2	i	/	5.3%
CS(=O)(=O)N1CCN(c2ccccc2NC(=O)C(c2ccccc2)c2ccccc2)CC1	9.0%	0.7%	-3.9%	-4.8%	10.2%	-2.5	i	-17.5%	0.1%
COc1ccc(C(=O)NCCNc2nc3ccc(C)cc3cc2C#N)cc1OC	?	-1.5%	5.3%	-0.1%	16.3%	-0.7	i	-13.3%	-0.8%
O=C(NCC(F)(F)F)c1ccc(S(=O)(=O)Nc2ccccc2N2CCCC2)cc1	-2.3%	-0.3%	7.0%	1.0%	-10.2%	-1.8	i	-7.4%	-0.4%
CCc1cc2c(=O)c(-c3nc4ccccc4n3C)c(COCC(=O)O)oc2cc1OC(=O)C(C)(C)C	-7.6%	-0.1%	28.5%	-6.2%	8.5%	-3.0	i	-0.1%	6.5%
CCN(C(=O)CSc1nc2scc(-c3ccccc3)c2c(=O)n1C)C1CCS(=O)(=O)C1 (configuration not stated)	1.5%	-0.8%	-3.0%	0.3%	-2.8%	-0.4	i	?	-0.7%
Cc1cc(-c2ccccc2)n2ncc(-c3ccccc3)c2n1	6.5%	0.3%	1.6%	1.4%	8.5%	-0.5	i	?	3.5%
Cc1cccc(Cn2c(NCC(C)O)nc3c2c(=O)n(C)c(=O)n3C)c1 (configuration not stated)	-16.8%	-2.2%	-19.1%	-1.1%	-6.6%	0.8	i	/	0.2%
CCc1ccc2c(c1)NC(=O)C2(C)Cc1ccccc1Cl (configuration not stated)	-2.0%	/	/	?	5.4%	0.0	i	/	-1.5%[9.22 µM]

Sorted by the number under EPAC2 agonist (descending): some entries from above.
canonical_smiles | EPAC2 agonist
CS(=O)(=O)N1CCN(c2ccccc2NC(=O)C(c2ccccc2)c2ccccc2)CC1 | 10.2%
O=C(CSc1nnc(-c2cccnc2)n1-c1ccccc1)NCc1ccc2c(c1)OCO2 | 0.6%
CCN(C(=O)CSc1nc2scc(-c3ccccc3)c2c(=O)n1C)C1CCS(=O)(=O)C1 (configuration not stated) | -2.8%

Additional compounds:
SMILES	TGFb SMAD3 inh	MmCpn inh	A549 viability	EPAC2 antagonist	EPAC2 agonist	CCT chaperon mod	pAkt inh	Nrf2 block	Nrf2 ARE act
O=C(C[C@H]1C(=O)N(c2ccccc2)C[C@@H]1Cc1ccccc1)Nc1ccc(Br)cc1	-4.8%	/	/	1.5%	10.3%	-1.9	i	/	4.6%
CCN(C(=O)c1cn(C)c(=O)c2ccccc12)c1ccccc1F	?	-0.5%	7.9%	0.5%	-0.1%	-6.3	i	?	-0.6%
Cc1ccc(N(C)S(=O)(=O)c2ccc(C)cc2)cc1	19.6%	-0.7%	4.1%	-5.1%	20.8%	-0.3	i	-1.3%	-0.3%
O=C(NCCc1ccccc1)C(=O)c1c[nH]c2ccccc12	-15.0%	-7.8%	1.7%	0.1%	-2.9%	-2.2	i	?	4.6%
COc1ccc(N(CCCN2C(=O)c3cccc4cccc(c34)C2=O)C(=O)c2cccs2)cc1	-3.8%	0.2%	9.2%	-5.5%	8.4%	-1.9	i	-16.1%	?
CC(Sc1nnnn1-c1ccccc1)C(=O)NC1CCCC1 (configuration not stated)	-23.7%	-24.7%	-2.2%	5.2%	6.0%	-1.5	i	5.4%	-0.5%
O=C(Nc1c(C(=O)N2CCCCC2)cnn1-c1ccccc1)c1ccco1	-2.2%	-2.4%	-2.3%	-7.6%	6.3%	0.5	i	10.4%	0.0%
COc1cccc(C(=O)OCC(=O)c2ccc(S(=O)(=O)N3CCCCC3)cc2)c1OC	7.4%	-10.1%	-4.1%	6.8%	-1.0%	-1.5	i	-14.2%	0.0%
O=S(=O)(NCc1cccnc1)c1ccc(Cl)nc1	9.0%	2.3%	3.2%	-11.2%	2.0%	-1.6	i	3.3%	0.1%
COc1cc(Nc2ncnc(N)n2)cc(OC)c1OC	1.7%	-0.7%	0.2%	-14.9%	11.2%	1.2	i	3.2%	3.3%
Cc1ccccc1CNC(=O)c1cccc(NC(=O)N2CCSc3ncccc32)c1	0.0%	/	6.3%	/	/	/	/	-26.8%	3.0%
CCN(CC(=O)Nc1ccc(NC(C)=O)cc1)C(=O)c1ccc(COc2ccc(C(C)(C)C)cc2)cc1	?	/	?	-4.4%	-14.1%	-1.1	i	?	-0.5%
O=C(NC1CCCCC1)c1cc(-n2cnnc2)ccc1Cl	-6.1%	-0.9%	-0.9%	3.3%	1.9%	-2.4	i	6.2%	-0.6%
COc1ccc(Oc2nc3c(c(=O)n(C)c(=O)n3C)n2Cc2ccccc2Cl)cc1	-0.2%	/	0.2%	/	/	/	/	-4.3%	-0.9%
Cc1cc(C)nc(SCC(=O)Nc2ccc(S(=O)(=O)NC(C)(C)C)cc2)n1	7.7%	1.2%	-25.4%	-7.1%	7.6%	0.3	i	?	-0.2%
COc1ccc(CNC(=O)Cn2nc(N3CCN(c4ccccc4)CC3)ccc2=O)c(OC)c1	-18.6%	/	-3.5%	/	/	/	/	?	0.8%
COc1ccccc1C1SCCN1S(=O)(=O)c1cccc(C(F)(F)F)c1 (configuration not stated)	?	3.0%	0.9%	-14.7%	12.6%	2.1	i	?	0.1%
C#CCn1c2ccccc2c(=O)n1C(C)CBr (configuration not stated)	/	/	/	1.1%	2.2%	0.4	i	/	-0.1%
CC1CCN(C(=O)Cn2cc(SCC(=O)NCc3ccccc3)c3ccccc32)CC1	0.0%	/	-5.6%	/	/	/	/	2.9%	2.0%
O=C(Cc1ccc(NS(=O)(=O)c2ccc(Cl)c(Cl)c2)cc1)NCCN1CCOCC1	1.0%	-1.0%	5.7%	-0.6%	7.5%	-1.1	i	-1.0%	-0.1%
CCC1Oc2ccc(C)cc2N(CC(=O)NCCCN2CCN(Cc3ccccc3)CC2)C1=O (configuration not stated)	?	0.0%	1.9%	-4.0%	3.8%	2.3	i	0.8%	0.4%
CC12CCC(C(=O)N(NC(=O)c3ccccc3Cl)C1=O)C2(C)C (configuration not stated)	-9.2%	0.0%	0.0%	-12.1%	-1.0%	-2.1	i	-8.4%	0.1%
Cc1cc(Cl)ccc1NC(=S)NCc1ccc(Cl)cc1	-0.6%	2.7%	-0.3%	-1.2%	-5.8%	1.2	i	2.9%	0.2%
O=C(CC(c1ccccc1)c1ccccc1)Nc1ccc(C(=O)O)cc1	-4.4%	-0.2%	-3.8%	?	8.3%	-1.3	i	8.7%	0.3%
CC(=O)c1sc2c(c1N)c(=O)[nH]c(=O)n2-c1ccccc1	4.7%	1.0%	3.0%	-4.8%	13.5%	-2.0	i	-6.1%	0.3%
Cc1nnc(NC(=O)c2ccc(F)c(S(=O)(=O)N3CCCCC3)c2)s1	0.8%	-0.1%	3.2%	-10.1%	4.8%	0.1	i	?	0.5%
C/C(=N\Nc1cc(Cl)nc(C)n1)c1ccc(Cl)c(Cl)c1	4.2%	-2.1%	-10.2%	-4.6%	2.9%	-0.6	/	?	-0.4%
Oc1ccc(Cl)cc1Nc1nc2ccccc2n2cnnc12	-23.4%	/	0.6%	/	/	/	/	16.3%	25.0%
